Screens as filed in PubChem BioAssay.
PglD inh: PglD (C. jejuni) enzyme inhibition. purified PglD enzyme, DTNB colorimetric CoA detection. inhibition, % at 12.5 µM. 360,000 compounds, 0.098% hits; in the data active = inhibition above about 16%, passing the limit was not always enough; note: strong numbers were not always called active
ARNT TACC3 PPI: disruptors of human ARNT/TACC3 interaction; AlphaScreen His-ARNT PAS-B/GST-TACC3 binding, luminescence; TACC3 fragment carries E629A point mutation; inhibition, % at 9.99 µM; 390,000 compounds, 0.66% hits; AID 623870;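 active = mean inhibition of replicates at least 50% and at least half of replicates each reaching 50%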;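 note: 0% = complete ARNT plus TACC3 wells and 100% = ARNT alone without TACC3; many hits fall short of the cut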
CASP6 VEID inh: inhibitors of human caspase-6; purified caspase-6, Z-VEID-R110 cleavage fluorescence; inhibition, % at 12.5 µM; 350,000 compounds, 0.53% hits; AID 686996;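 active = mean inhibition across replicates at least about 35%, with every replicate also reaching that limit, limit read from the data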;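 note: 0% = median of neutral control wells and 100% = no fluorescence left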
Target sequence (P55212 24-179 limits assumed): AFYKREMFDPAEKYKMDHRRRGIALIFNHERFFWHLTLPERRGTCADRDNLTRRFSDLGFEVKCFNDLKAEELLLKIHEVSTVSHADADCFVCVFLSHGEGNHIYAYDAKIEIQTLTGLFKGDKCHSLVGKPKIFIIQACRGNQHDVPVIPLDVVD
Target sequence (P55212 194-293 limits assumed): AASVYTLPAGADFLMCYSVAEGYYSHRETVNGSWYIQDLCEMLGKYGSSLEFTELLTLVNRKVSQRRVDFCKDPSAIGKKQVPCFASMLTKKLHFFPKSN
E-sel inducer: induces E-selectin expression in human endothelial cells | P16581 | HUVEC E-selectin immunofluorescence imaging; normalized: neutral wells 0, TNF-alpha wells 100 | activation, % at 7.58 µM | 260,000 compounds, 0.37% hits | AID 686992;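 active = mean E-selectin-positive cell signal at least 10% of the positive control, reached in at least 60% of replicates, without over 20% cell loss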;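 note: in these data hits start at about 27%; measured in HUVEC primary endothelial cells; signal is the percent of cells scored E-selectin positive by PE staining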
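Read-out: % PE-positive cells | Test system: HUVEC | Doses: One compound dose added by pin transfer | Buffer or medium: EGM-2 over gelatin coat | Signal: Immunofluorescence imaging | Benchmarks: TNF-alpha, DMSO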
RAD52 anneal inh: inhibitors of human RAD52 DNA annealing | P43351 | recombinant RAD52 DNA annealing, FRET fluorescence | inhibition, % at 18.7 µM | 360,000 compounds, 0.46% hits | AID 651710;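 active = every replicate showing at least 50% inhibition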
esBAF inh: inhibitors of esBAF chromatin remodeling in mouse ES cells; Bmi1-luciferase knock-in reporter, 24 h; 100% = twice the neutral-well signal; reporter increase, % at 12.5 µM; 350,000 compounds, 2% hits; in the data active = activation above about 40%;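 note: 0% = median of the plate's neutral control wells and 100% = double that signal; a rise in the Bmi1 reporter signal indicates esBAF inhibition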
ERp5 inh: blocks human ERp5 reductase activity on insulin | Q15084 | inhibition, % at 9.99 µM | AID 651711 | 350,000 compounds, 0.05% hits | ERp5 insulin aggregation, absorbance 650 nm, 90 min;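 active = mean replicate inhibition above about 25%, with every replicate also reaching it, limit read from the data, passing the limit was not always enough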
Target sequence (Q15084 whole entry, looked up): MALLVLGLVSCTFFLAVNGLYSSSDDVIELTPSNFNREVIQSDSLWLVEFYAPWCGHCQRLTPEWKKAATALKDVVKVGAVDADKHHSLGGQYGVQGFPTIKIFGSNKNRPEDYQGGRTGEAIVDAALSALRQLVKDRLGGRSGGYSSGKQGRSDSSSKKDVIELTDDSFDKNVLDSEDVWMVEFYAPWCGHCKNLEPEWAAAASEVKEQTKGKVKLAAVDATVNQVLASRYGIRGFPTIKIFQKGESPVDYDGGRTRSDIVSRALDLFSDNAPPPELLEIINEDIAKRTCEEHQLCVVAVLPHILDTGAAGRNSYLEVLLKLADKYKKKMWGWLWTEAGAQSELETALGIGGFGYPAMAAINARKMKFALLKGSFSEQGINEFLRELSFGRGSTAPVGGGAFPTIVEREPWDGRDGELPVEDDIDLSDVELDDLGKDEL
RAD54 branch: RAD54 (human) branch migration inhibition. RAD54 Holliday junction branch migration, FAM/BHQ fluorescence. inhibition, % at 10.4 µM. 360,000 compounds, 0.14% hits;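 active = mean normalized replicate activity at least 40 and at least half of replicates scoring 40 or more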;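 note: 0% = median of neutral control wells and 100% = median of positive control wells; inhibitors cause a drop in the FAM fluorescence signal; in these data hits start at about 50%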
* hit, by the source's call; . = not tested or not shown; & = joins results of further samples. Compounds were not picked by outcome; 3.2% or so of the library scored in one or more.

SMILES	PglD inh	ARNT TACC3 PPI	CASP6 VEID inh	E-sel inducer	RAD52 anneal inh	esBAF inh	ERp5 inh	RAD54 branch
CC(C)c1ccc(N(CC(=O)Nc2ccc(S(=O)(=O)N3CCOCC3)cc2)S(C)(=O)=O)cc1	0.9	0.4	.	0.4	.	3.3	.	-6.8
COc1ccc(-c2oc3ncnc(NCCCN(C)C)c3c2-c2ccc(OC)cc2)cc1	-8.3	8.5	-2.1	.	85.3*	-11.7	3.1	74.7*
O=c1ccc(Cl)n[nH]1	0.5	4.2	-7.0	-0.1	-1.2	-1.7	3.4	0.3
COc1cc(-c2nnn(CC#N)n2)ccc1OCc1ccccc1	0.8	-4.6	.	.	.	30.6	.	-1.8
COc1ccc(CC(N)c2csc(NC(=O)c3cc(C(C)(C)C)oc3C)n2)cc1 (stereo not given)	1.4	.	-3.6	0.1	-32.1	53.5*	-1.1	-7.7
Cc1ccc(C(=O)N/N=C2/NC(=O)CC(C(=O)Nc3ccccc3)S2)cc1 (stereo not given)	4.9	17.8	3.4	.	-36.0	-5.2	-3.5	9.9
C[C@H]1CN([C@@H](C)CO)C(=O)CCCn2cc(nn2)CO[C@H]1CN(C)Cc1cccc2c1OCCCO2	-0.1	-4.0	0.3	0.2	-6.4	-6.0	-3.9	9.9
COCC1CCCCN1C(=O)c1cc(COc2ccc3ncccc3c2)on1 (stereo not given)	-4.4	-6.4	-3.8	.	0.6	-12.6	1.1	-6.5
CC(C)(C)c1ccccc1OCC(=O)NCCC(=O)O	3.6	-2.5	.	.	.	-9.3	.	3.0
CC(C)(C)c1ccc(C(=O)NCC(=O)N2CCCCCC2)cc1	-0.9	4.7	6.2	0.0	1.5	21.7	9.7	-9.4
COc1cccc(NC(=O)Nc2ccc3c(c2)C(=O)N(C)C[C@@H](OC)[C@@H](C)CN(C)[C@H](C)CO3)c1	3.1	1.3	2.6	-0.2	95.0*	4.9	5.9	13.6
CN(C)CC(=O)Nc1ccc(S(N)(=O)=O)cc1	3.7	-6.0	.	.	.	-3.0	.	-4.1
COC(=O)C1(C)NC(c2ccccc2F)C2C(=O)N(c3ccccc3)C(=O)C21 (stereo not given)	0.6	-5.1	0.2	.	-12.5	3.1	0.3	-3.3
COc1ccc2c3c(n(C)c2c1)[C@H](CO)N(C(=O)C1CCCCC1)CC31CCN(C(=O)CN(C)C)CC1	.	.	-4.4	-0.4	24.1	.	-1.9	.
COc1ccc(OC)c(Nc2nc(-c3sc(NC(=O)C(C)(C)C)nc3C)cs2)c1	-2.6	15.2	0.9	.	6.9	-0.2	-4.6	7.1
COCC#Cc1ccc2c(c1)O[C@H](CN(C)S(=O)(=O)c1ccc(F)cc1)[C@H](C)CN([C@@H](C)CO)S2(=O)=O	1.1	1.0	2.6	0.1	-18.9	0.7	-7.0	1.3
CN(C)C(=O)CSc1nc2ccc(C(=O)c3ccccc3)cc2[nH]1	3.0	-1.7	-1.9	.	-61.5	12.4	1.0	-6.8
COCC(=O)N(Cc1cc2cc(C)ccc2[nH]c1=O)c1ccccc1	3.0	-4.2	3.9	.	-0.1	15.9	2.8	1.3
CCCNC(=O)[C@H]1[C@H](CO)[C@H]2Cn3c(ccc(-c4ccc(F)cc4)c3=O)[C@H]2N1CC1CC1	-1.8	-2.5	-0.7	0.3	0.5	-4.1	-4.8	8.8
Cc1ccc2c(c1)C1CN(C)CCC1N2C(=O)COc1ccccc1F (stereo not given)	5.7	5.9	-5.2	0.0	-33.9	0.2	-1.2	4.1
COc1cc(/C=C/c2cccc[n+]2C)ccc1OCC(=O)Nc1cccc(Cl)c1	6.3	4.3	-24.7	2.8	12.9	9.9	8.2	1.9
CN(C)S(=O)(=O)N(Cc1ccc(Br)cc1)c1ccccc1	-1.5	-6.5	.	.	.	-8.9	.	-5.9
CN1CCN(CC(C)(C)NS(=O)(=O)c2ccccc2)CC1	2.8	-7.6	-2.2	.	-0.3	1.4	2.7	5.6
COc1cc(NC(=S)NNC(=O)CC(C)C)c(OC)cc1Cl	.	-3.6	6.2	.	-23.4	.	-3.8	.
C[C@H](CO)N1C[C@H](C)[C@@H](CN(C)C(=O)CCCN(C)C)OCc2cn(nn2)CCCC1=O	2.1&-4.6	-1.6	-2.3&-16.7	1.7&0.0	-15.3&8.3	-0.8&6.0	-2.4&-2.3	0.4&1.3
Cc1csc(CN(C)C(=O)CC2C(=O)NCCN2CC(C)(C)C)n1 (stereo not given)	-2.9	-1.5	-5.0	.	-31.3	-7.4	4.6	0.4
N=c1ccn(O)cc1CCc1ccccc1	-2.3	-6.9	-2.5	-2.2	-4.6	4.0	1.2	-10.6
O=C(OCC(=O)N1CCCC1=O)c1nc(Cl)c(Cl)c(Cl)c1Cl	5.4	-5.8	22.6	-0.3	-31.0	-12.3	-3.8	-21.2
O=C(NCCc1ccccc1)c1c[nH]c2c(F)cccc2c1=O	3.3	-4.8	3.2	.	-14.1	38.1	8.1	-12.8
Cn1c(=S)oc2ccccc21	-2.4	-5.7	1.3	1.0	-15.7	-3.8	-2.0	2.9
Cc1cc(C)cc(CC(=O)N2CCC2(C)C(=O)NS(=O)(=O)c2cccc(F)c2)c1 (stereo not given)	-1.7	.	-1.6	0.1	-12.8	-1.1	-2.8	-14.7
CCOC(=O)C1=C(COC(=O)CCNS(=O)(=O)c2ccc(C)c(C)c2)NC(=O)NC1C (stereo not given)	-1.0	3.6	4.1	-1.5	14.8	-7.2	0.7	-4.3
CCCCSCCCNC(=O)c1cn(CC)c2ccc(S(=O)(=O)N3CCOCC3)cc2c1=O	0.5	-5.4	-4.6	.	-9.1	2.5	5.6	-7.4
C/C(Cc1ccccc1)=N\NC(=O)CNC(=O)c1ccccc1F	-6.7	-5.2	0.4	.	-9.0	-7.0	10.1	-6.4
CO[C@@H]1CN(C)C(=O)c2ccc(NS(C)(=O)=O)cc2OC[C@H](C)N(C(=O)C2CCOCC2)C[C@@H]1C	3.1	-2.4	-0.3	-0.1	5.5	1.1	9.0	1.8
Cc1cccc(COCC(CC(C)C)N2CCN(C(=O)c3ccc(C(F)(F)F)cc3)CCC2=O)c1 (stereo not given)	4.1	-1.4	4.6	0.0	-4.0	16.1	-3.8	-8.8
Cc1cccc2cncc(OCc3nnc(SC(F)F)n3C)c12	.	-15.9	-6.7	.	-4.9	.	-48.3	.
Cc1nn(CCC(=O)Nc2cccc(C#N)c2)c(C)c1S(=O)(=O)N1CCCCC1	2.2	8.3	-0.2	.	-9.4	0.4	-0.7	-9.3
CCOC(=O)c1[nH]c(C)c(C(=O)NCc2cccnc2)c1C	-0.5	.	-2.4	0.0	-15.5	-1.0	0.4	-5.6
O=C(Nc1ccc2c(c1)[C@H]1C[C@@H](CC(=O)N3CCCCC3)O[C@@H](CO)[C@H]1O2)Nc1ccccc1F	5.0	.	.	-0.2	-3.9	-2.1	.	-7.0

Compounds from the list above that contain a cyano group:
SMILES	PglD inh	ARNT TACC3 PPI	CASP6 VEID inh	E-sel inducer	RAD52 anneal inh	esBAF inh	ERp5 inh	RAD54 branch
COc1cc(-c2nnn(CC#N)n2)ccc1OCc1ccccc1	0.8	-4.6	.	.	.	30.6	.	-1.8
Cc1nn(CCC(=O)Nc2cccc(C#N)c2)c(C)c1S(=O)(=O)N1CCCCC1	2.2	8.3	-0.2	.	-9.4	0.4	-0.7	-9.3

Continued.
SMILES	PglD inh	ARNT TACC3 PPI	CASP6 VEID inh	E-sel inducer	RAD52 anneal inh	esBAF inh	ERp5 inh	RAD54 branch
Cc1ccc(S(=O)(=O)Nc2ccc3c(c2)C(=O)N([C@@H](C)CO)C[C@H](C)[C@H](CN(C)S(=O)(=O)c2cn(C)cn2)OCCCC[C@H](C)O3)cc1	0.6	-8.2	2.4	-0.2	-34.4	3.7	2.1	-3.7
Cc1cc(Oc2ccc(=O)n(C)n2)nc(Oc2ccc(=O)[nH]n2)n1	3.6	-1.3	.	.	.	-2.0	.	-0.3
Cc1ccc(NCC(=O)Nc2cccc(S(=O)(=O)N(C)C)c2)cc1S(=O)(=O)N1CCCCCC1	.	4.1	-0.5	-0.3	4.3	.	-4.5	.
COc1ccc(-n2c(=O)c(CCC(=O)N3CCC(C)CC3)nc3ccccc32)cc1	1.2	.	1.8	.	-19.2	5.1	-9.0	0.1
COc1ccc(C)c2sc(N(CCCN(C)C)C(=O)CS(=O)(=O)c3ccc(F)cc3)nc12	5.2	19.4	2.9	3.2	41.6	4.6	1.3	16.2
O=C(Nc1ccc(F)cc1)N1[C@@H]2CNC[C@H]1C2c1ccc(-c2cccnc2)cc1 (stereo not given in full)	.	.	-10.3	2.1&-0.1	-12.3	.	9.1	.
CCNC(=O)Nc1ccc2c(c1)C(=O)N(C)[C@H]1CC[C@H](CC(=O)NCc3ccc(F)cc3)O[C@@H]1CO2	-1.7	-8.3	-0.5	0.0	7.4	-3.7	-4.9	-4.0
Cn1cc(SCC(=O)N2CCOCC2)c2ccccc21	-5.2	-4.1	-0.1	.	-1.6	16.3	-1.1	-6.0
COc1cc(C(=O)NNC(=S)NC(=O)c2ccc(Cl)cc2)cc(OC)c1OC	-0.3	6.2	.	0.0	.	-7.1	.	6.2
CN(C(=O)c1cccc(NC(=O)Cc2cccc(NC(=O)C3CCN(C(=O)C4CCCC4)CC3)c2)c1)C1CC1	8.1	-4.5	4.2	-0.1	-7.3	-3.6	4.7	-2.1
COc1cc(NC(=O)c2cccs2)c(OC)cc1NC(=O)CCC(=O)Nc1ccc(C)cc1	7.7	4.5	0.8	.	-16.3	-1.8	1.9	-0.7
Cc1cccc(C)c1NC(=O)CN(C)C(=O)Cn1c(=O)cnc2ccccc21	-2.4	-3.2	-0.8	-0.5	3.6	3.4	3.3	16.5
Cc1nnc(SCC(=O)N2CCOCC2)[nH]c1=O	-2.2	-2.0	3.7	.	-18.1	.	1.4	-13.6
C/C(=N\NC(=O)c1cccc(O)c1)c1cccc(NC(=O)c2ccc(F)cc2)c1	-0.3	.	3.0	-0.2	-5.9	26.8	0.6	-0.4
O=C(O)c1cc(-c2ccc(Br)s2)nc2ccccc12	-4.5	-11.9	26.1	0.1	-23.8	14.9	-1.2	-6.8
Cc1ccc(S(=O)(=O)Nc2c(C)n(C)n(-c3ccccc3)c2=O)cc1	1.3&-4.6	1.7&-2.1	3.2	.	-3.8	-6.9&3.5	-2.9	-2.7&-0.8
Cc1occc(=O)c1OCc1c(Cl)cccc1Cl	4.0	-3.5	-0.3	-0.1	-3.0	-0.9	0.4	-2.2
O=C(CN(C(=O)CNS(=O)(=O)c1ccccc1)c1ccc(Cl)cc1)NCC1CCCO1 (stereo not given)	-1.0	-19.9	-1.5	-0.1	-11.8	-1.8	1.7	-2.4
O=C(O)c1cc2c(ncc3c(=O)n(-c4ccccc4)[nH]c32)s1	.	.	5.0	0.0	-4.3	.	0.2	.
CC(C)CN(C(=O)COC(=O)c1ccccc1SCC(=O)N1CCCC1)C1CCS(=O)(=O)C1 (stereo not given)	0.8	.	1.5	0.4	-8.7	5.2	-4.6	-6.8
COc1cccc(C(=O)CN2C3=NCCCN3c3ccccc32)c1	2.8	2.0	.	.	.	-3.4	.	-2.9
COc1ccc(-c2csc(CCN3N=C(C)CC3=O)n2)cc1	11.7	.	-0.1	-0.2	-8.2	-2.7	10.0	7.1
C[C@H](NC(=O)N(C)C[C@@H]1OCc2ccccc2-c2c(n(C)c3ccccc23)C(=O)N([C@H](C)CO)C[C@@H]1C)c1ccccc1	1.0	.	.	-0.4	18.4	8.6	.	0.6
CCCNC(=O)N[C@@H]1CC[C@H](CC(=O)N2CCN(C)CC2)O[C@@H]1CO	-0.2	3.6	-0.3	0.1	-12.5	3.2	0.4	3.7

Structures above printed as active in esBAF inh.
SMILES | PglD inh | ARNT TACC3 PPI | CASP6 VEID inh | RAD52 anneal inh | esBAF inh | ERp5 inh
COc1ccc(CC(N)c2csc(NC(=O)c3cc(C(C)(C)C)oc3C)n2)cc1 (stereo not given) | 1.4 | . | -3.6 | -32.1 | 53.5* | -1.1
